Screening data as filed in PubChem.
ASAP1 inh: inhibitors of human ASAP1 ArfGAP activity, primary screen, biochemical, fluorescence polarization. AID 624377, 2012. Arf-GAP with SH3 domain, ANK repeat and PH domain-containing protein 1 (Homo sapiens), …. inhibition, % at 16.5 µM. actives 0.19% (n = 360,000). ASAP1-stimulated ARF1 GTP hydrolysis, GDP FP detection; in the data active = inhibition above about 25%;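 note: 0% = vehicle with enzyme and substrate and 100% = no enzyme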
ADAM17 inh: ADAM17 inhibitors, primary screen, biochemical, QFRET | recombinant ADAM17, EDANS/DABCYL FRET peptide cleavage | inhibition, % at 6.95 µM | actives 0.83% (n = 370,000);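 active = inhibition above the mean of compounds lying between control limits plus 3 SD, set per campaign, cut at about 8.5% in these data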;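 note: 0% = DMSO-only wells as the low control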
KLK7 zymogen act: proKLK7 zymogen activators, primary screen, biochemical, fluorescence intensity; purified proKLK7, EDANS-DABCYL substrate fluorescence; 100% is mature enzyme control, 0% vehicle; activation, % at 7 µM; actives 0.9% (n = 370,000); AID 652039, 2013;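 active = activation above the mean of all tested compounds plus 3 SD, computed per campaign excluding outliers beyond control limits, cut at about 13% in these data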
Target sequence (P49862 whole entry, looked up): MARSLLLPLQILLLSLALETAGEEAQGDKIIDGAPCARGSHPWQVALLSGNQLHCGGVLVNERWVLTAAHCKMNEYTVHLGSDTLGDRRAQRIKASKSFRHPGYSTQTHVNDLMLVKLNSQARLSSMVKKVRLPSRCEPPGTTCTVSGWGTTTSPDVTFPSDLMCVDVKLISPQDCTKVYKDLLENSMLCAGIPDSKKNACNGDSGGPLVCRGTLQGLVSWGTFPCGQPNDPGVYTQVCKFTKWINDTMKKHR
ARFGAP1 inhibitor: inhibitors of rat ARFGAP1 GAP activity, primary screen, biochemical, fluorescence polarization, GDP tracer; actives 0.26% (n = 360,000); inhibition, % at 16.5 µM; Arfgap1-stimulated ARF1 GTP hydrolysis, GDP FP detection; ADP-ribosylation factor GTPase-activating protein 1 (Rattus norvegicus), Q62848;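 active = inhibition above a per-plate limit, mean inhibition of low control wells plus 3 SD, cut at about 25% in these data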;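 note: 0% = DMSO wells with enzyme and 100% = wells lacking Arfgap1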
Target sequence (Q62848 1-136 limits assumed): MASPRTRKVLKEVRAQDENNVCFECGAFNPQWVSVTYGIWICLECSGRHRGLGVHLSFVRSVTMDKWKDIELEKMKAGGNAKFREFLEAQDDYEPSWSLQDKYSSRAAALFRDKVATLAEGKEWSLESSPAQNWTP
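Material: rat Arfgap1 catalytic domain, aa 1-136; also added: human ARF1(Δ1-17)-GTP substrate; compound dosing: one concentration, 16.5 µM, DMSO 1.26%; incubation: GTP hydrolysis reaction 2 h at 25 °C; measured by: Tracer-displacement fluorescence polarization with EDTA stop, 620/688 nm; evaluation: % inhibition from polarization; repeats: one replicate per compound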
TDP2 inh: human TDP2 enzyme inhibitors, primary screen, biochemical, epi absorbance, recombinant enzyme; AID 720702, 2013; actives 0.34% (n = 370,000); T5PNP hydrolysis, p-nitrophenol absorbance 415 nm; inhibition, % at 12.8 µM;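 active = inhibition above the mean of all tested compounds plus 3 SD, set per campaign, cut at about 25% in these data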;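 note: 0% = DMSO with enzyme and 100% = buffer with substrate but no TDP2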
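System: recombinant human TDP2 / Amount: 120 nM TDP2 per well / Also added: 5 mM T5PNP chromogenic substrate / Doses: 12.8 µM single point, 1% DMSO / Incubation: 2 h at 37 °C / Detection: p-Nitrophenol epi absorbance / Evaluation: % inhibition relative to enzyme-containing and enzyme-free wells / Repeats: singlicate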
DDE Tn7 FP inh: inhibitors of Tn7 peptide binding to fibrin DD(E), primary screen, biochemical, fluorescence polarization, human fibrin, Tn7 probe; FP displacement of FITC-Tn7 peptide from fibrin DD(E); 0% = median of compound wells per plate; actives 0.13% (n = 370,000); inhibition, % at 8.3 µM; Fibrinogen beta chain (Homo sapiens), P02675;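 active = inhibition above the mean of compounds falling within the control limits plus 3 SD of them, cut at about 14% in these data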;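 note: 0% = plate median of compound wells and 100% = 10 µM Aha-Tn7 peptide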
Target sequence (P02675 whole entry, looked up): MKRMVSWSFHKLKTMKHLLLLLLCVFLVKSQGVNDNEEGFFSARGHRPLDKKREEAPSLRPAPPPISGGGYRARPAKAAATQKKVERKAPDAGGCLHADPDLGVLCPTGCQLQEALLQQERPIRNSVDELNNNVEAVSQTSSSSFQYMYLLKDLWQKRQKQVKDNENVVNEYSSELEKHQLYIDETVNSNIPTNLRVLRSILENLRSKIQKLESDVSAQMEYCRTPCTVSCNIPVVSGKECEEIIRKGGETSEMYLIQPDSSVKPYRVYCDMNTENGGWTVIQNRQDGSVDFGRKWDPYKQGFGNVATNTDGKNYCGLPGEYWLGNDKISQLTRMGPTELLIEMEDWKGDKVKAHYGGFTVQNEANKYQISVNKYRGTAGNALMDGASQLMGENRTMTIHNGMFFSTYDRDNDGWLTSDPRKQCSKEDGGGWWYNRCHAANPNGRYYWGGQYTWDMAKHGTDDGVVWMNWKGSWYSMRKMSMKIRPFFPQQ
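Assay system: Fibrin-DD(E) protein isolated from polymerized human fibrin clots; read-out basis: percent inhibition; medium: Tris/NaCl/CaCl2 buffer, pH 7.8; signal: FP measurement; incubation: 10 min plus 3 h, room temperature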
LEDGF integ inh: blockers of LEDGF/p75-dependent integrase strand transfer – biochemical, TR-FRET, high throughput, primary screen; TR-FRET IN-LEDGF/p75 DNA integration, Eu/Cy5; inhibition, % at 3.7 µM; actives 0.64% (n = 370,000); HIV-1 integrase (with human LEDGF/p75);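 active = inhibition above the screen-wide mean plus 3 SD, cut at about 13% in these data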;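 note: signal is the Cy5 over europium emission ratio at 671 and 618 nm; 0% = plate median of compound wells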
PLC-gamma1 inh: PLC-gamma1 enzyme inhibitors, primary screen, biochemical, fluorescence, purified enzyme. inhibition, % at 12.2 µM. 1-phosphatidylinositol 4,5-bisphosphate phosphodiesterase gamma-1 (Homo sapiens), P19174. fluorogenic substrate. actives 0.84% (n = 370,000). AID 720700, 2013; in the data active = inhibition above about 9.5%
DDE Tn6 FP inh: inhibitors of Tn6 peptide binding to fibrin DD(E), primary screen, biochemical, fluorescence polarization, human fibrin, Tn6 probe. Fibrinogen beta chain (Homo sapiens), P02675. Fibrin DD(E) TRITC-Tn6 fluorescence polarization displacement. inhibition, % at 8.3 µM. actives 0.21% (n = 370,000). AID 720509, 2013;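 active = inhibition above a per-campaign cutoff: mean of compounds within control limits plus 3 SD, cut at about 15% in these data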;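 note: 0% = median of all compound wells on the plate and 100% = blocking peptide control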
ADAM10 inh: human ADAM10 inhibitors, primary screen, biochemical, QFRET, HTS; Disintegrin and metalloproteinase domain-containing protein 10 (Homo sapiens), O14672; recombinant ADAM10, EDANS/DABCYL FRET peptide cleavage, 3 h; inhibition, % at 7 µM; actives 0.62% (n = 370,000); AID 720582, 2013;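 active = inhibition above a per-campaign cutoff equal to the mean of compounds falling between control-based bounds plus 3 SD, cut at about 20% in these data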;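 note: 0% = DMSO wells while the 100% control is not disclosed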
An asterisk follows results filed as active; i = inactive; . = not tested or not shown.

The line under a structure holds: ASAP1 inh, DDE Tn7 FP inh, ADAM10 inh, DDE Tn6 FP inh, KLK7 zymogen act, LEDGF integ inh, PLC-gamma1 inh, TDP2 inh, ARFGAP1 inhibitor, ADAM17 inh
> O=C1Nc2ccccc2C1Cc1ccccn1 (configuration not stated)
  -6, -3, -5, 2, -0.3, 1, -6, 17, 5, -2
> Cc1cccc(N=Nc2c(N)n[nH]c2N)c1
  0, 10, -1, -1, -0.9, 0, 3, -11, -19, -1
> COc1ccc(C)cc1NC(=O)C1CCC(CNc2c(N3CCOCC3)c(=O)c2=O)CC1 (configuration not stated)
  15, -7, -6, -4, 0.0, -4, -1, 6, 8, 0
> CC(C)(C)NC(=O)COC(=O)c1ccc(Cl)nc1
  11, -2, 4, 7, -0.1, -3, 4, -10, -5, 5
> COc1ccc(-c2cc(C(F)(F)F)n3nc(C(=O)N4CCCC4)cc3n2)cc1
  -2, -6, -6, -8, -5.5, 5, -47, 5, 7, -6
> Cc1cc(NC(=O)CSc2nnc(C(F)(F)F)n2C)no1
  0, 3, -14, 0, -0.2, -4, -1, 6, -5, -9
> CCCCn1c(=O)nc2n(-c3ccccc3)c3ccccc3cc-2c1=O
  -1, -8, i, 6, 15*, 3, -196, -12, -2, -150
> CC(=O)C1CCC2C3CCC4=CC(=O)CCC4(C)C3(F)C(O)CC12C (configuration not stated)
  -6, 4, 2, 3, -0.2, 0, -1, 10, -13, 4
> CC(=O)c1cccc(N2C(=NC(=O)C(C)C)SC3CS(=O)(=O)CC32)c1 (configuration not stated)
  1, -2, -3, 0, -0.4, -1, -1, 10, -3, -5
> COc1ccccc1C(=O)Nc1ccc(OCC(=O)N2CCCCC2C)cc1 (configuration not stated)
  -20, 0, 1, -7, -0.3, 4, 1, 2, 9, 2
> Clc1ccc(-c2nc(C3CCCCC3)no2)cc1
  14, 7, 0, 5, -0.1, 7, 4, -11, 4, 6
> O=C1C=CC(=O)c2c(O)c(N3CCN(CCOCCO)CC3)c(Br)c(O)c21
  -11, 2, -50, 31*, 0.8, 50*, -27, 24, -8, -11
> O=C1COc2ccc(C(=O)COC(=O)c3ccccn3)cc2N1
  8, -5, -14, -1, 0.0, -2, -1, 0, -14, -1
> O=C(NCC1CCCO1)C1CCC(=O)N1CCc1ccccc1 (configuration not stated)
  -10, 2, 13, 0, 0.3, 0, 1, 0, 3, -2
> O=C(NC1CCCCC1)C(c1ccccc1)N(C(=O)Cc1ccsc1)c1ccccc1 (configuration not stated)
  -5, -4, 11, -1, -0.7, 1, 5, -6, 1, 2
> COC(=O)C1=C(C)N(Cc2ccc(C(F)(F)F)cc2)C(=NCc2ccc(C(F)(F)F)cc2)NC1c1cccc(C(F)(F)F)c1 (configuration not stated)
  18, 3, 0, 7, 0.0, -2, 3, 1, 15, 1
> CC1CCCC(NC(=O)COC(=O)c2cc(=O)[nH]c3ccccc23)C1C (configuration not stated)
  -16, -3, -32, 1, -4.3, 2, -24, -23, -13, -8
> COc1ccc(-c2oc3ccc(N4CCOCC4)cc3c2C#CC2(O)CCCCC2)cc1
  7, 3, i, 6, -22, 1, i, 2, 18, -156
> CC(c1ccccc1)C1NC(C(=O)O)CS1 (configuration not stated)
  10, -1, -8, 0, -0.1, 0, 2, 7, 6, -2
> Cc1ccc(S(=O)(=O)c2cn(C)c3cc(N4CCOCC4)c(F)cc3c2=O)cc1
  -6, 9, -53, 3, 1.7, -1, -54, 8, 5, -19
> O=C(c1ccc(NC(=S)NCc2ccco2)cc1)N1CCOCC1
  5, -3, -5, 4, -0.5, 4, -1, 4, -13, -2
> CN(CC(=O)Nc1ccccc1C(F)(F)F)Cc1c(O)ccc2ccccc12
  2, 0, -31, -1, -2.6, 2, -5, -2, 1, -16
> CC1(C)Cc2cccc(OCC(=O)Nc3ccccc3C(F)(F)F)c2O1
  5, -4, -4, -5, 0.2, -4, -1, 2, 13, -3
> COc1ccc(-c2csc(NNC3=NCCCCC3)n2)cc1
  -4, 3, -5, 3, -0.2, 3, -10, -4, -14, -1
> Cc1c(-c2ccccc2)nnn1-c1ccc(F)c(Cl)c1
  0, -3, 9, 10, -0.3, 2, 1, 3, 7, 1
> CC(C)(C)c1ccc(NC(=O)c2ccc3c(c2)S(=O)(=O)c2ccccc2C3=O)cc1
  10, -3, 1, -2, 0.0, 0, -4, -5, 2, 2
> CCOC(=O)c1csc(-c2sccc2Br)n1
  0, -1, 12, -6, 0.1, 2, 14*, -16, 9, 7
> Cn1ccnc1C(=O)O[C@@H]1CCC[C@@]2(C(=O)N(Cc3ccccc3)c3ccccc32)[C@H]1NC(=O)CCc1ccccc1
  ., -1, 7, 11, 0.3, 3, -3, 4, ., 3
> Cc1cc(OCC(=O)N2CCc3ccccc3C2)c2c(-c3ccccc3)cc(=O)oc2c1
  14, -4, -14, -8, -3.3, 6, -53, 2, -2, 2
> COc1ccc(N(C)S(=O)(=O)c2cccc(C(=O)Nc3nc(C)c(C(C)=O)s3)c2)cc1
  21, 2, -1, -4, 0.1, 1, -25, -6, -16, -4
> CC1CCN(CCCNC(=O)CCCNC(=O)Cn2cnc3sc4c(c3c2=O)CCCC4)CC1
  10, 6, 1, 11, 0.9, -1, 1, 8, -17, -1
> Cc1ncc(CN2CCN(CCc3ccccc3)C(CCO)C2)s1 (configuration not stated)
  -3, 1, 0, 0, 0.1, 0, -2, -7, 5, -2
> O=C(/C=C/c1cccnc1)c1ccc([N+](=O)[O-])cc1
  10, -1, -2, -3, -0.1, 5, 4, 14, 5, 3
> CC(=O)c1cccc(NC(=O)CCCNC(=O)c2ccc(Cl)cc2)c1
  -6, 0, 0, 2, -0.3, -3, -1, -9, 11, -4
> COc1ccc(N2CCN(c3nc(NCCO)nc(N4CCOCC4)n3)CC2)cc1
  -2, -8, -4, 1, -0.6, 2, 1, -3, -8, -2
> COc1cc2c(cc1OC)C(C)N(C(=O)Nc1cc(C)cc(C)c1)CC2 (configuration not stated)
  8, -6, 1, 1, 1.0, 0, 0, -9, 8, 2
> Cc1nnc(NC(=O)c2oc3ccccc3c2C)s1
  10, -4, 4, -2, -0.5, 1, -6, 14, 6, 3
> CC1(C(=O)NS(=O)(=O)c2cccs2)CCN1C(=O)C1(c2ccc(Cl)cc2)CCC1 (configuration not stated)
  -12, -4, -6, -2, 0.5, 0, 1, -5, 1, -1
> CCOc1cc(C2NC(=O)NC(c3ccccc3)=C2C(C)=O)ccc1OCC(N)=O (configuration not stated)
  0, -9, -6, 6, -0.1, 1, -16, -5, 14, -1
> CCOC(=O)C1=C(COC(=O)c2ccc([N+](=O)[O-])s2)NC(=O)NC1C (configuration not stated)
  -4, -7, -5, 9, -0.2, 31*, 4, 39*, -10, 3
> CSc1ccccc1NC(=O)c1cc(C(C)C)on1
  9, -9, 3, -2, 0.5, 2, 8, -9, -5, 2
> COc1ccc(-c2nnn(CC(=O)OC3CCCCC3)n2)cc1OC
  6, -2, 5, 3, -0.5, -2, 4, 5, 1, -1
> O=C(Cc1ccccc1)N[C@@H](Cc1ccccc1)c1nc2ccccc2[nH]1
  4, -2, 4, 7, 0.4, 0, 3, 4, -12, -1
> CCOC(=O)CSc1nnc(-c2ccccc2)c(-c2ccccc2)n1
  10, 10, 5, 4, 0.4, 0, -2, -12, -10, -2
> Cn1ccnc1SCC(=O)Nc1cccc2ccccc12
  4, -1, 4, 3, 0.9, -4, -2, -8, 1, -1
> CC1(C)CC(=O)c2sc(NC(=O)CN3C(=O)CCC3=O)nc2C1
  -19, 6, -41, -5, 0.1, 0, 1, 2, -8, -10
> O=C(Nc1nccs1)c1ccc(S(=O)(=O)c2ccccc2)cc1
  4, 0, -7, -1, -0.1, -1, -3, -7, -2, -2
> CCOC(=O)N1CC(C)N(C(=S)Nc2ccccc2)CC1C (configuration not stated)
  6, 2, -7, 5, 0.2, 0, 1, 3, -6, -3
> O=C(Nc1ccc(N2CCN(C(=O)c3ccccc3)CC2)cc1)c1ccc([N+](=O)[O-])o1
  11, 1, 4, 2, 0.1, -2, 0, 14, 8, 0
> CC(C)(C)CSc1nnc(-c2cccnc2)n1Cc1ccccc1
  ., 7, 0, 6, 0.4, -3, 2, 2, ., -1
> O=Cc1c(Cl)[nH]c(=O)n1-c1ccccc1
  1, 0, 2, 2, -0.7, 1, 2, 4, -1, 2
> CCOC(=O)C(NC(C)=O)C(OC(C)=O)c1cccc([N+](=O)[O-])c1 (configuration not stated)
  0, -1, -4, 0, -0.3, 1, -1, 8, 2, -5
> O=C1c2ccccc2C(=O)N1Cc1nn2c(-c3ccc(Cl)cc3)nnc2s1
  -6, 4, -4, 6, 0.5, 0, -1, 6, -8, -4
> COc1ccc(CCN2CC(C(=O)NCc3c(C)n[nH]c3C)CCC2=O)cc1 (configuration not stated)
  -2, 9, -15, -11, -0.7, -5, -5, -2, 1, -3
> CCOC(=O)[C@@H]1[C@H]2COc3ccccc3[C@@H]2N2C(=O)N(c3cccc(F)c3)C(=O)[C@@]12C
  2, 0, 4, 8, 0.0, 0, 2, 5, -5, -4
> S=C(Nc1ccc(Br)cc1)NC1CCN(Cc2ccccc2)CC1
  -4, 7, -5, 3, 0.5, 0, 0, 9, 2, -17
> CN(NS(=O)(=O)c1ccccc1)c1nc2ccccc2nc1C(F)(F)F
  8, 2, 3, -2, 0.2, 1, 1, 4, 0, -2

Whole records, quoted from the list.
Profile of `CC(C)(C)CSc1nnc(-c2cccnc2)n1Cc1ccccc1` = ASAP1 inh = .; DDE Tn7 FP inh = 7; ADAM10 inh = 0; DDE Tn6 FP inh = 6; KLK7 zymogen act = 0.4; LEDGF integ inh = -3; PLC-gamma1 inh = 2; TDP2 inh = 2; ARFGAP1 inhibitor = .; ADAM17 inh = -1
Profile of `Cc1nnc(NC(=O)c2oc3ccccc3c2C)s1` = ASAP1 inh = 10; DDE Tn7 FP inh = -4; ADAM10 inh = 4; DDE Tn6 FP inh = -2; KLK7 zymogen act = -0.5; LEDGF integ inh = 1; PLC-gamma1 inh = -6; TDP2 inh = 14; ARFGAP1 inhibitor = 6; ADAM17 inh = 3
